FLuc modulator – qHTS profiling assay for firefly luciferase inhibitor/activator using purifed enzyme and Km concentrations of substrates (counterscreen for miR-21 project); AID 588342, 2011; Potency, µM (series often up to 57.5 µM), for the others: at the highest dose activity change, negative = inhibition, usual class: inhibitors; purified FLuc, Km substrates, luminescence inhibition; Luciferin 4-monooxygenase (Photinus pyralis), P08659; 6.9% of 360,000 active;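 note: potency is the fitted concentration of half-maximal effect; plate controls were vehicle for no effect and reference inhibitor for full effect; nearly all actives have a fitted effect of over 55% in size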
Target sequence (P08659 whole entry, looked up): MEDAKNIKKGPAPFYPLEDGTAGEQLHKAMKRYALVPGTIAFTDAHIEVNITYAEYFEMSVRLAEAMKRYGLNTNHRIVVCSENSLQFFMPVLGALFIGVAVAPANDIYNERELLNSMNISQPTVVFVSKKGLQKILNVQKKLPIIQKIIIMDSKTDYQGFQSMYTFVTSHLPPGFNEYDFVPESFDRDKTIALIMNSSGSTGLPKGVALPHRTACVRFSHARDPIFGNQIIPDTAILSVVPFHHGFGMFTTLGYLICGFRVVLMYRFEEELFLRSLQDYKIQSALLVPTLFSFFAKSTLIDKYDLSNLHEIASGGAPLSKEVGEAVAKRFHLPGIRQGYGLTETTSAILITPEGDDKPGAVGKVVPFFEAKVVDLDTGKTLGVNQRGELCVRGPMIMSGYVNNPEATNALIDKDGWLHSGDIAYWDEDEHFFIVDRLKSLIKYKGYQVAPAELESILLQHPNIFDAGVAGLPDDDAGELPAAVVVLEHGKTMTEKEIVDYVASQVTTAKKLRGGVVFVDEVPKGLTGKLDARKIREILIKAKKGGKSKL
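Biochemical qHTS of compounds, final roughly 60 µM downward over six points, against 10 nM purified firefly luciferase using Km concentrations of substrates (10 uM D-luciferin, 10 uM ATP) in Tris acetate pH 7.5 buffer; luminescence output.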
Giardia kill – Small Molecules that selectively kill Giardia lamblia: qHTS | Giardia lamblia trophozoite viability | activity change, % at 7.66 µM, hits read low | 0.15% of 340,000 active; in the data active = activity change below about -80%; inconclusive = between about -30% and that limit;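 note: parasites exposed to compound for two days anaerobically before the ATP read; % is set by controls: 0 for no effect and ±100 for the full control effect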
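Compounds were tested on trophozoites seeded at 100 cells/well and held 48 hrs at 37 deg C anaerobically. An ATP-based luminescent kit measured the remaining live cells.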
KCNH2 3.1 block – qHTS for Inhibitors of KCHN2 3.1: Mutant qHTS. activity change, % (tested at about 1.8 µM). AID 720553, 2013. 0.95% of 340,000 active. Potassium voltage-gated channel subfamily H member 2, brain isoform KCNH2 3.1 (human). U2OS KCNH2 3.1, thallium flux FluxOr; hits give low values;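 active = maximum activity change below -70%; inconclusive = maximum activity change from -70% to -50%; inactive = maximum activity change above -50%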;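 note: thallium influx rate constant from kinetic fluorescence after stimulation buffer; % is set by controls: 0 for no effect and ±100 for the full control effect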
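U2OS cells transduced with KCNH2 3.1 mutant virus (1.77 x 10^8 /mL, 4 h), plated overnight at 37 C, loaded 45 min with FluxOr dye plus Red40 quencher. Thallium flux rate constant from kinetic reads after stimulation buffer, normalised to controls.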
uPA generation – qHTS for Inhibitors of Cell Surface uPA Generation | 0.31% of 330,000 active | AID 540303, 2011 | cell surface uPA generation assay, qHTS | Potency, µM (top dose mostly 38.3 µM), for the others: at the highest dose activity change, negative = inhibition, hits mostly inhibitors; active = well fitted inhibition curve with a large enough effect; inconclusive = small, poorly fitted or top-dose-only effect; inactive = no such curve, though single readings can be large or run the other way; tested in mouse RAW 264.7 cells; note: potency is the fitted concentration of half-maximal effect; % is set by controls: 0 for no effect and ±100 for the full control effect; nearly all actives have a fitted effect of over 55% in size
FBPA coupling cs – qHTS Assay for Inhibitors of Fructose-1,6-bisphosphate Aldolase from Giardia Lamblia: Coupling assay counterscreen; coupling enzyme system counterscreen, AmpLite Red fluorescence; activity change, negative = inhibition, % at 58.2 µM, hits read low; 0.67% of 290,000 active; in the data active = activity change below about -30%; note: % is set by controls: 0 for no effect and ±100 for the full control effect
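Activity here indicates interference with the coupling reaction, not aldolase inhibition. Compounds at 57.5 uM final met coupling enzymes for 10 min at RT; substrate and AmpLite Red detection followed, with a 525/598 nm fluorescence read after 20 min.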
Tb PFK inh – qHTS Assay to Find Inhibitors of T. brucei phosphofructokinase | ATP-dependent 6-phosphofructokinase (Trypanosoma brucei brucei), O15648 | T. brucei PFK, ADP-Glo luminescence | Potency, µM (top dose mostly 57.5 µM), for the others: at the top dose activity, negative = inhibition, actives largely listed as inhibitors | 0.17% of 330,000 active | AID 485367, 2010;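 note: potency is the fitted concentration of half-maximal effect; 0% = uninhibited 1x PFK enzyme wells and -100% = no-enzyme wells; nearly all actives have a fitted effect of over 60% in size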
Target sequence (O15648 whole entry, looked up): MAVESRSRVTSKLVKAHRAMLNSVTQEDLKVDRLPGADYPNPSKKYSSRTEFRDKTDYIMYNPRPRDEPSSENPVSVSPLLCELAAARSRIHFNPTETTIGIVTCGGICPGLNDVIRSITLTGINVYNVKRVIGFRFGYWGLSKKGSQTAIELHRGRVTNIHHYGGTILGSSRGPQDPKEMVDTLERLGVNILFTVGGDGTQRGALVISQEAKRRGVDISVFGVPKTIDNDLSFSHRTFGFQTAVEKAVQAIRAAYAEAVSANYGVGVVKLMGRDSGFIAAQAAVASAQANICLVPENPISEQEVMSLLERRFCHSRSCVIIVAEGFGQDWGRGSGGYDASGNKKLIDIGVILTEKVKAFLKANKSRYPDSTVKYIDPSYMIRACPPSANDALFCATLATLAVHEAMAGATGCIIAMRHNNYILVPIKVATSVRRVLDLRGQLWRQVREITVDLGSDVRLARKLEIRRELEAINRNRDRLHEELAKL
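PFK 1.25 nM, F6P 0.5 mM, ATP 0.1 mM, 0.1 M TEA pH 8.0, 5 mM MgCl2, 0.01% Tween20, 0.1% BSA; 45 min RT. ADP-Glo readout. qHTS titration up to 57 uM; curves fitted, compounds curve-classed.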
ELG1 genotoxic – qHTS screen for small molecules that induce genotoxicity in human embryonic kidney (HEK293T) cells expressing luciferase-tagged ELG1. 1.3% of 330,000 active. HEK293T ELG1-luciferase reporter, luminescence, 16 h. Potency, µM (titrated, usually from 46 µM), for inactives: top-dose activity change, positive = activation, usual class: activators; note: potency is the fitted concentration of half-maximal effect; % of control where 0% means no effect; nearly all actives have a fitted effect of over 60% in size
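DMSO vehicle served as control against compound-treated ELG1-luciferase HEK293T cells; exposure lasted 16 hr at 37 °C and 5% CO2, followed by ONE-Glo luminescence detection after 30 min.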
VP16 counter – VP16 counterscreen qHTS for inhibitors of ROR gamma transcriptional activity; Drosophila S2 Gal4-VP16 UAS-luciferase, luminescence, 20 h; Potency, µM (doses to about 53.6 µM), for the others: top-dose activity, negative = inhibition, hits mostly inhibitors; 3.5% of 310,000 active;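 note: Gal4-VP16 expression switched on by copper sulfate through the metallothionein promoter; potency is the fitted concentration of half-maximal effect; % is set by controls: 0 for no effect and ±100 for the full control effect; nearly all actives have a fitted effect of over 50% in size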
NPC1 prom act – qHTS Assay for NPC1 Promoter Activators. Huh7 NPC1 promoter luciferase reporter, 24 h. Potency, µM (titrated, usually from 9.22 µM), for the others: at the highest dose activation, hits mostly activators. AID 485313, 2010. 2.4% of 320,000 active;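 note: potency is the fitted concentration of half-maximal effect; % of control where 0% means no effect; nearly all actives have a fitted effect of over 60% in size; reporter is driven by a mutant NPC1 promoter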
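Stably transfected Huh7 (NPC1 promoter→luciferase), 1500 cells/well in Opti-MEM + 10% FBS, 2 h settle, then compound 24 h at 37 °C. Luminescence after 10 min with Amplite reagent.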
RORg inh – qHTS for inhibitors of ROR gamma transcriptional activity; Nuclear receptor ROR-gamma (Mus musculus), P51450; Drosophila S2 Gal4-RORgamma UAS-luciferase reporter, 20 h; Potency, µM (series often up to 53.6 µM), without a hit: at the top dose activity change, negative = inhibition, hits mostly inhibitors; 5.4% of 310,000 active; AID 2551, 2010; note: potency is the fitted concentration of half-maximal effect; % is set by controls: 0 for no effect and ±100 for the full control effect; nearly all actives have a fitted effect of over 60% in size
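Stable Schneider cell line, Gal4 DNA-binding domain fused to ROR gamma, UAS-luciferase. Cmpd 1 hr RT → CuSO4 700 uM final → 20 hr RT → luciferase reagent 10 min → luminescence.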
Rab9 promoter act – qHTS Assay for Rab9 Promoter Activators; Huh7 Rab9 promoter-luciferase reporter, luminescence, 24 h; Potency, µM (highest dose often 9.22 µM), for the others: at the top dose activation, negative = inhibition, actives largely listed as activators; 2.8% of 320,000 active; AID 485297, 2010; note: potency is the fitted concentration of half-maximal effect; % of control where 0% means no effect; nearly all actives have a fitted effect of over 60% in size
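Measured in stably transfected Huh7 cells bearing a Rab9 promoter–luciferase construct: 24 h compound treatment at 37 °C, followed by luminescence detection.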
Active calls of the source: *; u = inconclusive; x = no result given; & = joins results of further samples; [ ] = remark or other dose. Unless noted, calls come from the whole dose curve; as a rule, active = well fitted curve in the direction sought with a large enough effect; inconclusive = small, poorly fitted or top-dose-only effect, or another doubt; inactive = no such curve, though single readings can be large; an effect the other way counts as inactive or inconclusive.

Molecule	FLuc modulator	Giardia kill	KCNH2 3.1 block	uPA generation	FBPA coupling cs	Tb PFK inh	ELG1 genotoxic	VP16 counter	NPC1 prom act	RORg inh	Rab9 promoter act
COc1ccc(NC(=O)CN(C)C(=O)c2ccc(COc3ccccc3)cc2)cc1	4%	31[activator]	-27	u	x	-2%	1%	x	0%	x	7%
CC1CCN(C(=O)c2[nH]cnc2C(=O)NCc2ccccc2)CC1	3%	-6	x	6%	x	3%	4%	x	-3%	x	-9%
COC(=O)N1[C@H](Cc2ccccc2)C=C[C@]1(C)C(=O)O	2%	10	33	10%	-1&4	0%	1%	-15%&-10%	-1%	17%&-1%	2%
COc1ccc2oc(C(=O)OCC(=O)N3C(C)CCCC3C)c(C)c2c1 (centres undefined)	u	-16	-11	1%	0	0%	4%	-2%	-1%	29%	2%
Cc1ccccc1NC(=O)Cc1nc(COC(=O)c2ccc(C(F)(F)F)cc2)cs1	4%	11	8	4%	x	10%	-1%	x	-3%	x	2%
Cc1ccsc1/C=C(/C#N)C(=O)NCc1ccccc1	-7%	17	1	12%	2	3%	5%	22%	11%	40%	19%
COc1cc(OC)c(NC(=O)c2cncn2-c2ccc(F)cc2)cc1Cl	-1%	5	4	7%	1	-2%	21%	-2%	-6%	5%	2%
Cc1csc2ncc(C(=O)N(Cc3ccccc3)c3ccccn3)c(=O)n12	0%	0	-6	10%	2	-2%	-10%	2%	-4%	6%	0%
CCOC(=O)C(NC(C)=O)(Nc1ccc(S(=O)(=O)Nc2ncccn2)cc1)C(F)(F)F (centres undefined)	0%	-12	-5	0%	0	1%	3%	-10%	-1%	-6%	-1%
COc1ccc(S(=O)(=O)N2CCCC(C(=O)NCc3ccc(F)cc3)C2)cc1 (centres undefined)	-2%	9	5	0%	2	-8%	0%	-14%	-2%	u	11%
CNC(=O)c1ccsc1NC(=O)CS(=O)(=O)c1ccccc1	1%	4	9	-3%	x	0%	0%	x	-3%	x	3%
COc1ccc(N2CC(C)Cn3c2nc2c3c(=O)n(CCc3ccccc3)c(=O)n2C)cc1 (centres undefined)	-1%	3	13	2%	3	-3%	-5%	-5%	-5%	3%	-8%
COc1ccc(N/C=C/C(=O)c2ccccc2)cc1	0.12µM*	4	-21	10µM*	-2	-5%	0.41µM*	10µM*	0.32µM*	7.9µM*	0.13µM*
CC(C)NC(=O)CSc1nc2ccccc2n1CC(=O)N1CCc2ccccc21	1%	10	20	x	-2	-1%	-2%	1%	4%	3%	5%
CCOC(=O)c1c(NC(=O)CSc2nnc(-c3ccncc3)n2Cc2ccco2)sc(C)c1C	1%	1	-18	8%	4	-2%	-16%	1%	0%	0%	-2%
CCC(CC)c1nnc(NC(=O)Cc2cccs2)s1	1%	-8	1	3%	2	-3%	-2%	7%	0%	u	3%
Cc1cc(C)c(NC(=S)N(C)C)cc1C	3%	8	-7	8%	2	0%	8%	-28%	1%	7.9µM*	-2%
Cn1cccc1Cc1nnc(SCC(=O)NC2CCCC2)n1CCc1ccccc1	2%	22	-28	9%	-3	-4%	0%	6%	-3%	0%	20%
CC1(C)CC(C(=O)NCCC(c2ccccc2)c2ccco2)CCO1 (centres undefined)	3%	0	-3	-7%	0	2%	1%	19%	2%	27%	0%
O=C(NCCc1ccccn1)c1ccc(S(=O)(=O)N2CCCCCC2)cc1	-1%	-15	-12	-5%	0	-1%	-1%	2%	1%	44%	6%
O=C(O)COc1ccccc1/C=N/NC(=O)CNC(=O)c1ccco1	3%	31[activator]	-4	-9%	x	6%	4%	3%	-6%	-11%	-1%
Nc1nccc(/C=C/c2ccc(Cl)cc2)n1	6µM*	-11	-5	-10%	2	-6%	u	-10%	1.8µM*	-5%	2.2µM*
CCCOc1ccc(/C=C/c2c([N+](=O)[O-])c(=O)n(C)c(=O)n2C)cc1	-2%	-17	16	u	-2	-3%	-7%	x	-7%	x	0%
O=C(O)Cc1sc(Nc2ccccc2)nc1-c1cccs1	12µM*	14	2	1%	7	4%	u	8%	u	-46%	27%
COc1cc(C2NC(=S)NC3=C2CCc2ccccc23)cc(OC)c1OC (centres undefined)	-2%	4	11	10%	-1	0%	3%	10µM*	-1%	5.6µM*	-4%
CCOC(=O)c1cnc(-n2nc(C)cc2C)nc1NNc1nc(-c2ccccc2)cc(-c2ccccc2)n1	1%	-10	4	-6%	0	-1%	-6%	0.71µM*	-17%	0.79µM*	-16%
COC(=O)c1ccc(C(=O)OC)c(NC(=O)c2cccnc2)c1	-1%	25	-6	4%	-1	0%	0%	2%	3%	26%[1.91 µM]	-1%
O=C(NC1(O)C(=O)c2ccccc2C1=O)c1ccccc1	1%	7	-4	10%	-25	12%	8%	11%	-6%	-4%	-3%
CC(C)(C)/C(Cn1cncn1)=N\OC(=O)Nc1ccc(Cl)cc1	-7%	9	x	4%	0	0%	-1%	-9%	1%	15%	-2%
NS(=O)(=O)c1ccc(CCNC(=O)COC(=O)c2ccc([N+](=O)[O-])o2)cc1	x	4	-24	4%	x	-4%	3%	x	x	x	x
Cc1nc2scc(-c3ccccc3)c2c(=O)n1N	-1%	4	5	-5%	1	3%	-7%	2%	-1%	6%	-1%
Cc1cccn2c(CNCCc3ccccn3)c(C(=O)N3CCOCC3)nc12	4%	-5	0	4%	2	4%	-3%	-1%	1%	-5%	2%
CC1=[N+](CC(=O)NC(C)(C)C)CCc2ccccc21	1%	-23	1	0%	0	2%	0%	-10%	-3%	-14%	-3%
COc1ccc2nc(NC(=O)CCn3cccc3)sc2c1	-7%	-18	1	-2%	1	-8%	0%	0%	u	12%	-8%
O=C(COc1ccccc1F)NNC(=O)c1cc(Br)ccc1Cl	x	-1	-10	-5%	x	4%	-2%	x	x	x	x
CC(=O)Nc1sc2c(c1C(c1ccc(F)cc1)N1CCOCC1)CCCC2 (centres undefined)	3%	31[activator]	-16	-3%	-1	0%	-5%	3%	1%	-13%	-1%
COC(=O)c1cn(C(=O)c2cc(OC)cc(OC)c2)c2ccccc12	8%	-8	-35	4%	-1	3%	5%	-5%	-2%	38%	0%
CCOC(=O)CC(=O)c1cc(OC)c(OC)c(OC)c1	-3%	2	3	-2%	0	-15%	-1%	x	-4%	u	0%
NC(=O)c1ccc2c(=O)n3c(-c4cc(Cl)c(N)c(Cl)c4)csc3nc2c1	0%	-3	4	5µM*	-1	-1%	-6%	-2%	-21%	-10%	-14%
Cc1ccoc1C(=O)Nc1cccc(Oc2ccccc2)c1	6.7µM*	5	-20	-2%	-6	0%	9.2µM*	u	u	u	4µM*
CC(C)(C)c1cn(-c2ccc(Cl)cc2)c(=S)[nH]1	-16%	-5	16	-1%	6	-8%	1%	5.6µM*	0%	4.5µM*	8%
CCCC1CC(CSC(=N)N)OC1=O (centres undefined)	2%	-6	10	-16%	0	0%	-1%	-2%	9%	5%	26%
Cc1ccc(-n2c3c(cc(C(=O)NCc4ccco4)c2=O)C(=O)CC(C)(C)C3)cc1	2%	-15	0	0%	2	5%	-1%	u	-16%	-33%	3%
COc1cc(-c2nc3ccc4ccccc4c3c3c2CCC3)cc(OC)c1OC	-20%	-1	2	9%	0	-6%	2%	22µM*	-3%	5.6µM*	-2%
COc1cc(C(=O)NNC(=O)CSc2nnc3ccccn23)cc(OC)c1OC	2%	-19	-1	4%	x	-7%	-1%	x	-4%	x	-3%
COc1cccc(-c2nn(-c3ccccc3)cc2C(=O)O)c1	u	-24	-1	2%	2	-2%	2%	2%	-4%	1%	-7%
CN(C)S(=O)(=O)c1ccc(C(=O)Nc2ccc(CN3CCCC3)cc2)cc1	-3%	5	1	-7%	0	0%	6%	-9%	2%	1%	11%
Cc1cc(C)c2c(=O)n(CC(=O)Nc3cccc(Cl)c3C)sc2n1	u	-7	-32	3%	3	4.8µM*	0%	3.2µM*	0%	u	2%
CCc1ccc(S(=O)(=O)NCc2ccc(N3CCN(C)CC3)cc2)cc1	1%	-7	0	-1%	0	-7%	0%	-1%	-3%	-16%	-4%
Cc1ccc(CC2SC(=Nc3ccccc3)N(c3ccccc3)C2=O)cc1 (centres undefined)	0%	-10	-23	-2%	0	1%	-7%	-9%	0%	u	0%
